# MITF TRPM1 inh = inhibitors of MITF-dependent TRPM1 promoter reporter, primary screen, cell-based, SK-MEL-5, single point, luciferase. inhibition, % at 12.5 µM. SK-MEL-5 TRPM1 promoter luciferase, 24 h. hit rate 0.83% among 330,000;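 active = mean inhibition across replicates of 60% or more, whatever share of single replicates reaches that level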; also: values of inactives mirror those of a sister screen read the other way
# CF NFkB inh = inhibitors of PAF-induced NF-kB signaling, primary screen, cell-based, GFP fluorescence, uHTS; hit rate 0.86% among 360,000; inhibition, % at 5 µM; KKLEB NF-kB-GFP reporter, GFP fluorescence overnight;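 active = at least 50% inhibition at 5 µM, scaled per plate between neutral and stimulator controls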;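 also: PAF is a Pseudomonas aeruginosa culture filtrate used as stimulus; plate controls were PAF-stimulated DMSO wells for no effect and unstimulated DMSO wells for full effect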
# NR2E3 ag-1 = NR2E3 agonists in two-hybrid cells, primary screen, cell-based, luminescence, CHO-S, Gal4-NCOR/VP16-NR2E3; luciferase; AID 602229, 2012; Photoreceptor-specific nuclear receptor (Homo sapiens), Q9Y5X4; inhibition of corepressor binding, % at 3.98 µM; hit rate 0.35% among 360,000;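 active = inhibition above the mean of all tested compounds plus 3 SD, cut at about 70% in these data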;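 also: 0% = DMSO with NR2E3 transfected cells and 100% = cells lacking NR2E3 construct; higher means lower luciferase signal from less NR2E3 corepressor binding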
# Target sequence (Q9Y5X4 whole entry, looked up, the tested form may be a part): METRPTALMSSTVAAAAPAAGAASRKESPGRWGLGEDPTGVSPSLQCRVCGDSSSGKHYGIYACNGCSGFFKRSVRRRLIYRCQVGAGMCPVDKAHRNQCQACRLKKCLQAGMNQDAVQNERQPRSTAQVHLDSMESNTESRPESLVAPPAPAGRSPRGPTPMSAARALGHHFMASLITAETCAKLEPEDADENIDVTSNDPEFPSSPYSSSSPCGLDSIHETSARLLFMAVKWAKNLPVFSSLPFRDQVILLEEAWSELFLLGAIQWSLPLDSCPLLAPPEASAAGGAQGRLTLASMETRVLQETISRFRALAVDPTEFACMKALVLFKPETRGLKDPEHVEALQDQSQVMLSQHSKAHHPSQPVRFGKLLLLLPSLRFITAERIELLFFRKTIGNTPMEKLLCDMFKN
# HIF-2a block = HIF-2a reporter inhibitors, primary screen, luminescence, 786-0 RCC cells | 786-0 RCC cells HIF-2a reporter, luciferase luminescence, overnight | inhibition, % at 18.8 µM | hit rate 0.72% among 360,000;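 active = inhibition of the luminescence signal of 40% or more relative to plate controls, in a single-dose primary screen at 18.75 µM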
# iPSC survival up = enhancers of single-cell hiPSC survival, primary screen, ATPlite luminescence. hit rate 0.044% among 360,000. survival enhancement, % at 20 µM. AID 602274, 2012. 100% = ROCK inhibitor wells, 0% = DMSO; in the data active = survival enhancement above about 18%;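 also: cells exposed to compounds for 16 hours before the ATP read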
# KKLEB tox = cytotoxicity in KKLEB CF airway cells, primary screen, cytotoxicity control for CF NF-kB inhibitor project, cell-based, uHTS, fluorescence assay plates; hit rate 0.36% among 360,000; AID 602141, 2011; KKLEB CF airway cells viability, ATPlite luminescence, overnight; hits give low values; cells stimulated with P. aeruginosa culture filtrate; activity change (cytotoxicity), % at 5 µM;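 active = corrected activity change at or below -50% at 5 µM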
# Shn3 3UTR inh = reduction of Shn3 3'UTR firefly luciferase signal, primary screen, Schnurri-3 inhibitor project, cell-based, Clone20 osteoblasts, set 2; Clone20 osteoblast Shn3 3'UTR firefly luciferase, 24 h; inhibition, % at 12.5 µM; hit rate 0.52% among 360,000;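 active = mean inhibition of at least 75% with every replicate also reaching 75%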;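 also: 0% = median of neutral control wells and 100% = pilot-screen positive control compound; some compounds past the cut are filed as inactive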
# LMP1 NFkB inh = EBV LMP1-driven NF-kappaB luciferase reporter inhibitors, primary screen, cell-based, luminescence, single point. LMP1-induced NF-kappaB luciferase reporter cells. inhibition, % at 12.5 µM. hit rate 0.69% among 350,000. AID 504558, 2011; in the data active = inhibition above about 41%;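 also: 0% = neutral control wells and 100% = reference inhibitor control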
# Peg3 prom inh = Peg3 promoter-driven luciferase inhibitors, primary screen, cell-based, HeLa, luciferase luminescence | hit rate 1.7% among 360,000 | HeLa PEG-Prom luciferase reporter, overnight | inhibition, % at 20 µM;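 active = inhibition of at least 50% at 20 µM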
# NR2E3 ag-2 = inhibitors of NR2E3-RetCOR corepressor binding, primary screen, NR2E3 agonist project, biochemical, TR-FRET, GST-NR2E3, biotin-RetCOR. 1536-well. inhibition of corepressor binding, % at 4.78 µM. hit rate 0.12% among 320,000. AID 2300, 2010;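 active = percent inhibition above the cutoff of mean plus 3 SD of all tested compounds, set per screening campaign, cut at about 20% in these data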;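 also: 0% = DMSO wells and 100% = biotin wells as full block of FRET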
#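 Format: 1536-well format; test system: GST-NR2E3 and biotin-RetCOR proteins; read-out basis: percent inhibition of TR-FRET ratio; timing: 5 h incubation at 4 °C; detection: time-resolved FRET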
# C8 TRAIL sens = viability loss with TRAIL in NB7+C8 cells, primary screen, TRAIL sensitizer project, cell-based, ATPlite luminescence; inhibition (viability loss, TRAIL sensitization), % at 10 µM; hit rate 1% among 360,000;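 active = compounds causing at least 50% loss of cell viability in the single-dose screen, relative to plate controls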
# * hit, by the source's call; x = no result given.
SMILES,MITF TRPM1 inh,CF NFkB inh,NR2E3 ag-1,HIF-2a block,iPSC survival up,KKLEB tox,Shn3 3UTR inh,LMP1 NFkB inh,Peg3 prom inh,NR2E3 ag-2,C8 TRAIL sens
COc1ccc(CC(CC(=O)O)C(=O)Nc2ccccc2)cc1 (configuration not stated),0,2,-52,7,2.4,-11,9,-19,21,-4,3
CCCCc1nc(SCCOC)c2c(=O)n(C)c(=O)n(C)c2n1,-11,15,-29,12,0.8,8,-14,0,6,0,-7
C=CCSc1nc2ccsc2c(=O)n1-c1ccccc1,0,-15,11,15,-3.0,3,8,-5,15,2,-8
O=S(=O)(c1ccc2oc3ccccc3c2c1)N1CCCC1,-1,16,-10,1,0.2,-8,27,3,21,0,15
CCOC(=O)c1ccc(Nc2nc(=O)c3cccnc3s2)cc1,-74,-24,-45,-308,3.8,-5,-19,-25,-234,5,14
CC(=O)Nc1cc(C(=O)N2CCc3ccccc3C2)ccc1Sc1ccc(Cl)cc1,11,-2,27,19,-1.0,-2,12,-3,11,-2,3
CCOC(=O)C1(C)CCN1C(=O)c1cc(OC)c(OC)c(OC)c1 (configuration not stated),x,19,16,9,-2.9,-20,-13,x,3,x,-10
CC(Oc1ccc(-c2ccccc2)c(F)c1)c1ccn(S(=O)(=O)c2ccc(F)cc2)n1 (configuration not stated),2,16,-9,-24,-2.7,-7,15,3,8,4,9
CC1CCCC(NC(=O)CCNC(=O)c2ccc([N+](=O)[O-])cc2)C1C (configuration not stated),1,6,-18,10,0.0,-8,4,0,0,4,-4
CCC/C=C(\CCC)C(NC(=O)Cc1ccccc1)c1ccc(C(=O)OC)cc1 (configuration not stated),-9,-11,23,13,-0.3,-19,16,1,14,2,6
FC(F)(F)c1cccc(NC(=S)N2CCCC2)c1,-1,-5,-20,4,0.8,-5,-10,-1,4,-4,-31
O=C(Cc1cccs1)NCCSc1c(-c2ccc(Cl)cc2)[nH]c2ccccc12,x,25,8,-20,-1.5,-30,34,3,42,3,-4
CCOc1ccc(NS(=O)(=O)c2ccc(C(=O)NCC(c3ccco3)N(C)C)cc2)cc1 (configuration not stated),1,10,4,3,0.0,-4,0,-9,-4,1,-6
CC(NC(=O)c1csc2ccccc12)C1CCCO1 (configuration not stated),-18,-8,-31,-55,-2.3,-1,-13,-11,-96,2,7
Cc1c(N)cccc1-c1nc2ccccc2[nH]1,-8,1,-46,-51,-1.8,-5,-33,-20,-125,-3,5
CCN(C[C@H]1N[C@@](C)(C(=O)OC)[C@H]2C(=O)N(C)C(=O)[C@@H]12)C(=O)Nc1ccc(F)cc1,-5,-6,10,3,0.1,1,8,-3,-6,x,-8
Cc1ccc(S(=O)(=O)N2CCN(C(=O)CSc3nnc(-c4ccco4)o3)CC2)cc1,0,1,-8,19,-2.1,-3,-49,5,-2,-5,-9
O=C(NCc1ccccn1)C1CCN(C2CCN(Cc3cccc(F)c3)CC2)CC1,x,7,-18,12,-0.1,2,-13,-13,-2,x,2
Cc1ccc(SCCNC(=S)Nc2ccc(C)cc2C)cc1,7,-1,-3,17,-2.0,3,-9,22,13,8,1
O=C(CSc1ccccc1C(=O)O)NC1CCCCCC1,-1,-16,-12,-9,-0.3,2,-18,-4,-5,1,-13
Cc1ccc(C)c(Cn2c(CN(C)Cc3ccccc3)nc3c2c(=O)n(C)c(=O)n3C)c1,-12,-19,3,7,-1.1,6,18,11,18,-4,1
CN(CC1CCCN(CCc2ccc(F)cc2)C1)C(=O)CCC(F)(F)F (configuration not stated),-11,-3,4,4,0.1,8,-2,5,14,0,-13
COC(=O)c1cn(C(=O)c2cc(C)cc(C)c2)c2ccccc12,10,12,-13,-10,0.6,-2,2,2,-1,3,1
OC(CN1CCN(c2ccccc2)CC1)c1c[nH]c2ccccc12 (configuration not stated),16,9,-17,21,-0.1,-17,-15,-5,5,0,-15
CCNC(=O)Nc1ccc(OC)cc1OC,-6,4,17,13,1.4,5,4,5,0,-1,-8
O=C(O)CN1C(=O)/C(=C2\SC(=S)N(C(Cc3ccccc3)C(=O)O)C2=O)c2ccccc21 (configuration not stated),19,-1,-26,10,0.2,5,-25,4,18,5,11
CN(C)C(CNC(=O)c1cc(S(=O)(=O)N(C)Cc2ccccc2)ccc1Cl)c1ccco1 (configuration not stated),-1,4,38,14,-0.5,-13,49,-4,12,-1,1
COc1ccc(/C=C/c2nc(S(=O)(=O)c3ccccc3)c(N(C)C)o2)cc1OC,-3,5,20,9,-0.4,8,-2,11,23,-6,-17
CCOC(=O)/C=C/C(=O)Nc1ccccc1C(=O)NC1CCCCC1,0,39,21,25,-2.0,0,-24,-11,37,1,-2
Cc1cc(Br)ccc1NC(=S)Nc1cccc([N+](=O)[O-])c1,2,27,6,-46,-1.1,-12,-14,1,-16,0,9

# 6 entries from above, sorted by the number in NR2E3 ag-1, smallest number first:
SMILES | NR2E3 ag-1
CCOC(=O)c1ccc(Nc2nc(=O)c3cccnc3s2)cc1 | -45
CC(NC(=O)c1csc2ccccc12)C1CCCO1 (configuration not stated) | -31
O=C(NCc1ccccn1)C1CCN(C2CCN(Cc3cccc(F)c3)CC2)CC1 | -18
CCOc1ccc(NS(=O)(=O)c2ccc(C(=O)NCC(c3ccco3)N(C)C)cc2)cc1 (configuration not stated) | 4
CC(=O)Nc1cc(C(=O)N2CCc3ccccc3C2)ccc1Sc1ccc(Cl)cc1 | 27
CN(C)C(CNC(=O)c1cc(S(=O)(=O)N(C)Cc2ccccc2)ccc1Cl)c1ccco1 (configuration not stated) | 38

# Other results follow:
SMILES,MITF TRPM1 inh,CF NFkB inh,NR2E3 ag-1,HIF-2a block,iPSC survival up,KKLEB tox,Shn3 3UTR inh,LMP1 NFkB inh,Peg3 prom inh,NR2E3 ag-2,C8 TRAIL sens
Oc1ccc(N=Nc2ccc3ccccc3c2)cc1,-31,-13,-152,-297,-0.1,-1,-113,-19,-330,0,38
CC1CC(C)CN(S(=O)(=O)c2cccc(C(=O)N3C(=O)c4cccc(N)c4C3=O)c2)C1 (configuration not stated),1,-5,-20,5,0.6,-8,-13,2,23,1,4
CCCCOc1ccc(C(=O)NCC(=O)NCCOc2ccc(C)cc2)cc1,0,-24,5,7,-0.4,-13,10,-2,20,-2,32
CCn1cc(C(=O)N[C@@H](C)C(=O)NCCO)c(=O)c2cc3c(cc21)OCO3,5,4,-12,10,-0.5,3,-50,0,-4,0,-13
COc1ccc(Cl)cc1NC(=O)c1cnc2n(c1=O)CCS2,-14,-19,4,-54,2.6,-3,-25,-24,-2,2,8
OC(CNCc1cccc(Br)c1)c1ccccc1 (configuration not stated),-7,2,-11,0,-0.2,6,-11,7,1,0,12
COC(CNC(=O)c1ccc2nc(-c3cccs3)c(-c3cccs3)nc2c1)OC,-1,29,-10,12,-1.8,-7,17,5,34,1,4
CC(C)C(NS(=O)(=O)c1cc(C(=O)O)ccc1Cl)C(=O)O (configuration not stated),3,-6,7,10,0.7,-9,11,-6,9,2,-6
Cc1ccc(/C=C/C(=O)NCCc2cccc(Cl)c2)o1,-19,13,-8,-10,-0.3,4,-16,-14,23,0,-4
CC1CCCN(S(=O)(=O)c2ccc(Cl)s2)C1 (configuration not stated),1,13,-4,6,-0.2,-8,-1,-2,-5,2,-8
CCOc1cc(CN2CCc3c([nH]c4ccccc34)C2)ccc1OC,5,2,-22,20,-0.1,-1,21,6,25,x,11
Cc1ccc(CN2CCC[C@]3(N[C@H](c4ccc(C)cc4)[C@@H]4C(=O)N(C)C(=O)[C@@H]43)C2=O)cc1,x,-19,28,-24,2.9,8,-8,-3,2,x,3
O=C(NCC1CCCCC1)c1csc([C@@H]2C[C@H](O)[C@@H](CO)O2)n1,x,0,-26,-3,-2.0,-5,-6,x,17,x,12
CN1CCc2c(n(CC(O)CN3C(=O)c4ccccc4S3(=O)=O)c3ccccc23)C1=O (configuration not stated),6,-15,-13,4,1.8,2,5,-5,1,x,-1
CCOc1ccc2oc(C(=O)NCc3ccccc3CN3CCCC3)c(C)c2c1,2,6,1,-4,-0.2,-5,-19,-6,23,-4,12
CC(C)(C)SCCNC(=O)/C=C/c1ccccc1,x,9,-46,-176,-0.1,17,-97,x,-144,-2,-2
CCCC12CN3CC(CCC)(CN(C1)C3c1ccco1)C2=O (configuration not stated),7,3,9,20,-0.4,-2,1,14,13,2,-11

# An excerpt of these results, as tab-separated lines:
Molecule	MITF TRPM1 inh	CF NFkB inh	NR2E3 ag-1	HIF-2a block	iPSC survival up	KKLEB tox	Shn3 3UTR inh	LMP1 NFkB inh	Peg3 prom inh	NR2E3 ag-2	C8 TRAIL sens
CCCCOc1ccc(C(=O)NCC(=O)NCCOc2ccc(C)cc2)cc1	0	-24	5	7	-0.4	-13	10	-2	20	-2	32
CCn1cc(C(=O)N[C@@H](C)C(=O)NCCO)c(=O)c2cc3c(cc21)OCO3	5	4	-12	10	-0.5	3	-50	0	-4	0	-13
COc1ccc(Cl)cc1NC(=O)c1cnc2n(c1=O)CCS2	-14	-19	4	-54	2.6	-3	-25	-24	-2	2	8
OC(CNCc1cccc(Br)c1)c1ccccc1 (configuration not stated)	-7	2	-11	0	-0.2	6	-11	7	1	0	12
COC(CNC(=O)c1ccc2nc(-c3cccs3)c(-c3cccs3)nc2c1)OC	-1	29	-10	12	-1.8	-7	17	5	34	1	4

# A stretch from the list above, as a working copy:
SMILES,MITF TRPM1 inh,CF NFkB inh,NR2E3 ag-1,HIF-2a block,iPSC survival up,KKLEB tox,Shn3 3UTR inh,LMP1 NFkB inh,Peg3 prom inh,NR2E3 ag-2,C8 TRAIL sens
CCCCOc1ccc(C(=O)NCC(=O)NCCOc2ccc(C)cc2)cc1,0,-24,5,7,-0.4,-13,10,-2,20,-2,32
CCn1cc(C(=O)N[C@@H](C)C(=O)NCCO)c(=O)c2cc3c(cc21)OCO3,5,4,-12,10,-0.5,3,-50,0,-4,0,-13

# Screens from PubChem BioAssay.

# A portion of the library; the hit share may differ from the screen's.
